Compound activity from PubChem BioAssay.
CAL PDZ FP-1 – untagged CAL PDZ binding inhibitors, primary screen, biochemical, fluorescence polarization, HTS; inhibition, % at 24.9 µM; Golgi-associated PDZ and coiled-coil motif-containing protein (Homo sapiens), Q9HD26; purified CAL PDZ, TMR-peptide fluorescence polarization, 1 h; 300,000 compounds, 0.92% hits; AID 602252, 2012;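 active means mean inhibition of at least 30% with at least half of replicates also reaching 30%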;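 further: 0% = DMSO neutral control and 100% = excess unlabeled competitor peptide PRC23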
CAL PDZ FP-2 – CAL PDZ peptide-binding inhibitors, primary screen, biochemical, fluorescence polarization, Cer-tagged CAL PDZ, HTS; 330,000 compounds, 0.02% hits; purified CAL PDZ, TMR-peptide fluorescence polarization, 1 h; inhibition, % at 20 µM; AID 504414, 2011;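 active means highest replicate inhibition of at least 40%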;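 further: plate controls were DMSO neutral control wells for no effect and unlabeled competitor peptide control wells for full effect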
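System: tagged CAL PDZ domain. Schedule: 1 h room-temperature incubation prior to read. Signal: fluorescence polarization (mP). Measure: percent inhibition from loss of millipolarization.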
C-LANA FP – inhibitors of KSHV C-LANA binding to DNA, primary screen, biochemical, fluorescence polarization, FAM-LBS DNA, MBP-C-LANA, single point; 340,000 compounds, 0.078% hits; inhibition, % at 9 µM;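 active means highest replicate inhibition at or above 60% at 9 µM, even if other replicates fall short; inactive means all replicates below 60% inhibition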;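 further: 0% = neutral control wells and 100% = 4 µM acridine orange control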
V-ATPase pHluor – regulators of yeast V-ATPase proton pumping, primary screen, pHLuorin cytosolic pH fluorescence; S. cerevisiae; response, % at 10 µM; 350,000 compounds, 0.37% hits; AID 504577, 2011; in the data active means response mostly above about 7.3%, no sharp cut-off; inactive means mostly below about 5.4%; further: actives read high; inactives centre near 0; some compounds called inactive have numbers as strong as hits; reference of the scale not given here
Arr AP2 block – inhibitors of beta-arrestin/AP2 binding, primary screen, biochemical, GPCR trafficking, flow cytometry | beta-arrestin 1 C-terminal peptide binding to AP2 beta2-adaptin appendage (human) | FITC-arrestin peptide / GST-AP2 beads; AP2 beta2 appendage carries R879A mutation | inhibition, % at 10 µM | 340,000 compounds, 0.31% hits;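 active means inhibition above a set limit, near 3 SD of compounds lacking own fluorescence, cut at about 54% in these data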;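 further: plate controls were DMSO wells for no effect and 5 µM unlabelled arrestin peptide for full effect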
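Assay system: GST-AP2 R879A bound to glutathione beads, E. coli-expressed; Medium: PBS with 0.05% Tween 20 and 0.1% BSA; Also added: fluorescein-tagged arrestin peptide at 50 nM final; Timing: 12 min plus 1 h, RT; Measured by: flow cytometry, FL1 (488/535 nm); Evaluation: percent drop in bead-associated FITC signal.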
DAGLB inh – DAGLB lipase inhibitors, primary screen, biochemical, fluorescence, HTS | Diacylglycerol lipase-beta (Homo sapiens), Q8NCG7 | HEK293T DAGLB membrane lysate, EnzChek fluorogenic substrate | inhibition, % at 5.17 µM | 340,000 compounds, 0.059% hits | AID 504411, 2011; in the data active means inhibition above about 34%;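 further: 0% = enzyme with vehicle and 100% = wells lacking enzyme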
Keap1-Nrf2 PPI – Keap1-Nrf2 protein-protein interaction inhibitors, primary screen, biochemical, fluorescence polarization, single point; AID 504523, 2011; 340,000 compounds, 0.15% hits; inhibition, % at 9.4 µM; Keap1 Kelch-Nrf2 peptide fluorescence polarization, 1536-well; in the data active means inhibition above about 12%;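 further: human Keap1 Kelch domain with fluorescein labeled Nrf2 9mer peptide probe; 0% = neutral control wells and 100% = peptide positive control; higher means more block of Keap1 binding to Nrf2 peptide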
Pemphigus Ab inh – inhibitors of pemphigus antibody binding to DSG3, primary screen, biochemical, bead-based, flow cytometry, scFv-GFP. binding (percent of control), % at 10 µM. AID 588358, 2011. DSG3-coupled beads, scFv-anti-DSG3-GFP binding; hits give low values. 310,000 compounds, 0.48% hits;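 active means binding more than 3 SD below its plate's average and above zero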;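 further: hits lower antibody fragment binding to DSG3; some compounds called inactive have numbers as strong as hits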
RTF Ca sens inh – cardiac RTF calcium sensitivity inhibitors, primary screen, biochemical, IANBD-TnC fluorescence, EC70 calcium; Troponin I, cardiac muscle (Homo sapiens) + Troponin T, cardiac muscle (Homo sapiens) + …; IANBD-labeled cardiac RTF, Ca2+ fluorescence; inhibition, % at 7.15 µM; 340,000 compounds, 0.12% hits;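 active means inhibition above the mean inhibition of all tested compounds plus 3 SD, cut at about 17% in these data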;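 further: assay run at fixed EC70 calcium of 1.6 mM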
NSD2 HMT inh – NSD2 histone methyltransferase inhibitors, primary screen, biochemical, AlphaScreen, single concentration, set 2. NSD2 peptide methylation, 120 min. 310,000 compounds, 0.54% hits. Histone-lysine N-methyltransferase NSD2 (Homo sapiens), O96028. inhibition, % at 12.5 µM. AID 743445, 2014; in the data active means inhibition above about 50%
Target sequence (O96028 whole entry, looked up): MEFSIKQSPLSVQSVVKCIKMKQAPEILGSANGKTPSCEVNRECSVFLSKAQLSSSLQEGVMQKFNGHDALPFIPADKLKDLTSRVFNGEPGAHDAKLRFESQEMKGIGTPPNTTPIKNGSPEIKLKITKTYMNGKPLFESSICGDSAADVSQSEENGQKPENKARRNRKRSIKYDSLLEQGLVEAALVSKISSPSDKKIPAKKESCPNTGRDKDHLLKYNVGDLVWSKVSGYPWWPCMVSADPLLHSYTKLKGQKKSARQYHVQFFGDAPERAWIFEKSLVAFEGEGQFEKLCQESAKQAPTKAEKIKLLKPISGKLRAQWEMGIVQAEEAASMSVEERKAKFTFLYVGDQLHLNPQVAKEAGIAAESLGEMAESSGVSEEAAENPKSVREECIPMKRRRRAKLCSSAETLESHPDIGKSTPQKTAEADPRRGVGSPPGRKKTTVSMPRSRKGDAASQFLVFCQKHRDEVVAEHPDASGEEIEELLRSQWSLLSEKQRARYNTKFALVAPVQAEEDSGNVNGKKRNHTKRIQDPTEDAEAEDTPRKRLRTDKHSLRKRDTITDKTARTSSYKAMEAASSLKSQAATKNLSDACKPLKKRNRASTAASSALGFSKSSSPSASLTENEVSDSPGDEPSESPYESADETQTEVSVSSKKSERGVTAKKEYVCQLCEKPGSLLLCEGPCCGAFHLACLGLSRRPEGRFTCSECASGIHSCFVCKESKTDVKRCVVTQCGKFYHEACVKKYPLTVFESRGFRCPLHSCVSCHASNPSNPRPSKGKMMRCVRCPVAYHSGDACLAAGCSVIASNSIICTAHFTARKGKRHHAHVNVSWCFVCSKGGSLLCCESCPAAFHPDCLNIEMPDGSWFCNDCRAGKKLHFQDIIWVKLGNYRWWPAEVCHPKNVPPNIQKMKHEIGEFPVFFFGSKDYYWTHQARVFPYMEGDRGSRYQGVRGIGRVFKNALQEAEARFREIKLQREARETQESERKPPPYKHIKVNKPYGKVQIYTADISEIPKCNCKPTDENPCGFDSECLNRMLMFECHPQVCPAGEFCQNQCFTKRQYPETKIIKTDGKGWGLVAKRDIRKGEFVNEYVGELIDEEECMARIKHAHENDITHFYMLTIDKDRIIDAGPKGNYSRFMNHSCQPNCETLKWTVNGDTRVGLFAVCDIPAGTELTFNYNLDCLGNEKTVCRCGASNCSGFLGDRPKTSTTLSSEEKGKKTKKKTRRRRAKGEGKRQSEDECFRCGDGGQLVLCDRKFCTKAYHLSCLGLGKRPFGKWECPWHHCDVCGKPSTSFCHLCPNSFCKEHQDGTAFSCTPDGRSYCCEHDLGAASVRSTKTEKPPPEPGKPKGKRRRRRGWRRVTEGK
The depositor's hits bear a star; . = not tested or not shown. The list is partial; count on the stated rates, not on these rows.

SMILES	CAL PDZ FP-1	CAL PDZ FP-2	C-LANA FP	V-ATPase pHluor	Arr AP2 block	DAGLB inh	Keap1-Nrf2 PPI	Pemphigus Ab inh	RTF Ca sens inh	NSD2 HMT inh
CCOc1ccc(NC(=O)C2CC=CCC2C(=O)O)cc1 (configuration not stated)	.	-1.5	-0.5	1.0	-3.4	0.9	3.1	96.6	-1.6	-4.7
Cc1ccc(OCC(=O)Nn2c(C)nc3ccccc3c2=O)c(C(C)C)c1	-3.6	-2.8	1.2	-1.8	-0.3	-3.3	4.0	99.0	-5.9	.
O=C(NC1CC1)C1CCCN1S(=O)(=O)c1ccc2ccccc2c1 (configuration not stated)	-9.3	.	0.0	5.0	-3.4	1.2	-3.7	108.4	-11.5	1.4
CCN(C(=O)C(C)N1C(=O)/C(=C/c2ccco2)SC1=S)C1CCS(=O)(=O)C1 (configuration not stated)	-2.1	-2.1	5.7	-3.7	18.9	2.1	-2.8	105.0	-4.8	26.2
CSc1ccc(C2=CC(=O)C[C@H](c3ccc(F)cc3)C2)cc1	-4.7	-0.2	-0.7	0.1	-0.9	-20.1	-8.1	96.8	6.6	.
CC(C)(C)C(=O)OCc1nc(-c2ccc3c(c2)OCCO3)cs1	5.6	0.0	2.1	1.4	2.7	-9.3	-2.5	98.8	-15.3	-0.8
N#C/C(=N/O)c1nc(-c2ccc(F)cc2)cs1	5.3	-0.9	-0.8	0.4	-12.3	1.4	-5.1	103.2	-10.1	-0.2
COc1ccc(NC(=O)CN(C)C(=O)C2CCCO2)cc1 (configuration not stated)	-1.0	-1.1	-1.1	-2.2	5.2	-2.3	1.2	.	4.7	-0.5
COc1cc(C(=O)NC2CCCCC2)ccc1OC1CCN(C(C)=O)CC1	7.7	-0.4	-0.1	-0.5	-1.0	-0.4	-3.2	110.6	3.3	-2.6
CCCOc1ccc(CNC(=O)C2CCN(C(=O)N3CCOc4ccccc43)CC2)cc1	-1.4	0.2	-0.3	-2.5	12.7	-2.1	-0.9	97.6	-7.0	.
CCC[C@@H]1C[C@@]1(CCC)[C@@H](NC(=O)c1ccccc1)c1ccc(C(=O)OC)cc1	0.5	-0.4	-0.5	-0.1	-0.5	-17.8	-2.3	95.2	-2.2	.
O=C(CCC1CCCCC1)Nc1nnc(C(F)(F)F)s1	-3.0	.	2.9	-1.8	8.9	-4.2	3.9	88.0	4.2	-0.7
O=C(Cn1c(=O)oc2ccccc21)Nc1nnc(N2CCCCCC2)s1	.	-0.5	-0.6	1.4	7.4	0.5	-7.1	105.9	-10.6	.
COc1ccc(C(=O)NC(C)c2nc3ccccc3[nH]2)cc1OC (configuration not stated)	-0.6	-1.7	0.1	7.9	15.9	-3.5	1.5	99.1	-1.8	-2.2
O=C(NNS(=O)(=O)c1ccc(F)cc1)c1sccc1-n1cccc1	-7.9	-0.6	-0.7	0.0	-11.5	2.7	3.1	93.1	-9.3	-7.8
CCC(Cc1ccccc1)NCc1c(C(=O)O)c(C)n(Cc2ccccc2)c1C (configuration not stated)	.	-0.4	0.5	2.0	2.8	-1.5	-0.3	101.7	-9.5	5.0
CCOC(=O)/C(C#N)=C/Nc1cc(C(C)(C)C)sc1C(C)=O	-5.0	-0.6	-1.0	-1.0	1.5	2.3	-5.8	112.0	-4.5	-3.2
Cc1ccccc1OCC(=O)OC(C(=O)c1ccccc1)c1ccccc1 (configuration not stated)	-1.3	-2.4	-0.8	0.8	-2.9	-1.8	3.6	84.3	1.3	-2.7
COc1ccc2c(c1)OC(O)(C(F)(F)F)CC2=O (configuration not stated)	-1.1	-2.4	2.0	-2.0	2.3	7.0	6.3	106.1	-0.8	-4.6
N#CCC(=O)N/N=C/c1cn(Cc2cccc3ccccc23)c2ccccc12	-1.6	1.8	-1.0	-1.3	3.0	1.4	-2.2	91.5	-5.4	-2.0
COc1cccc(C(c2cccc(OC)c2)c2ccccc2C(=O)O)c1	-7.8	-1.6	1.1	5.3	31.9	1.5	-2.5	121.5	3.3	-2.3
Cc1ccc(C(=O)Nc2ccc(C(=O)O)cc2)cc1S(=O)(=O)Nc1cccc([N+](=O)[O-])c1	-5.7	-3.4	1.2	0.8	6.4	3.6	1.4	87.8	3.2	3.0
COc1ccccc1C(CNC(=O)C(CCSC)NS(=O)(=O)c1ccccc1F)N1CCCC1 (configuration not stated)	-6.0	-1.7	-0.6	-3.6	-2.4	-2.1	-9.7	103.3	5.2	1.7
O=C(O)C1CCCCC1C(=O)Nc1ccc2c(c1)OCCO2 (configuration not stated)	-1.3	-2.8	1.0	2.7	-2.9	3.0	3.4	103.0	-3.7	-1.4
C=CCn1c(-c2sccc2C)n[nH]c1=S	-3.0	0.4	-0.9	-1.9	6.3	0.7	-1.1	102.0	-7.8	-0.2
CC(=O)N1N=C(c2cccs2)CC1c1ccco1 (configuration not stated)	-6.2	-0.7	1.1	-0.8	3.0	1.7	-0.4	96.2	2.0	-0.3
O=C(CSCc1c(F)cccc1Cl)Nc1cccnc1	2.0	0.2	6.1	1.8	20.9	-1.9	-0.5	97.4	-3.8	-0.5
CCOc1ccccc1CN1CCNC(=O)C1CC(=O)NC1CCCCCCC1 (configuration not stated)	-2.7	-1.9	0.9	0.8	43.2	-3.0	-0.6	109.7	-6.1	-2.1
O=C(CSc1nnc(-c2ccncc2)n1Cc1ccccc1)Nc1nccs1	-4.8	-2.9	0.0	0.8	9.0	-0.5	-1.9	95.7	16.4	1.3
Cc1ccc(/C(O)=C/C(=O)C(=O)NNC(=O)C(O)(c2ccccc2)c2ccccc2)cc1	-2.8	-2.1	0.2	-0.1	-4.4	13.2	-2.7	102.5	-2.0	6.7
CCOc1ccc(-n2c(Cc3cc(=O)[nH]c(=O)[nH]3)nnc2SCC)cc1	-2.7	-1.1	0.4	2.8	4.7	-0.3	-6.4	97.3	1.8	-1.3
N#Cc1ccc(/C=N/NC(=O)c2ccccc2F)cc1	-2.1	-0.3	-0.6	0.1	6.0	0.2	-1.8	104.4	-5.3	-1.8
Cc1ccc(C)c(NC(=O)/C(C#N)=C/c2cn(CC(=O)NCc3ccco3)c3ccccc23)c1	43.7*	-0.7	-0.1	-6.6	-6.4	46.1*	1.8	.	1.4	-0.4
CCOc1ccc(-n2nnnc2SCC(=O)N2CCOCC2)cc1	10.4	-0.4	-0.7	0.7	15.2	-2.6	1.3	103.9	1.7	8.9
Cc1ccccc1NC(=O)Cc1nc(COC(=O)CCC(=O)c2ccccc2)cs1	.	0.5	4.5	1.9	7.2	0.2	7.8	95.8	-13.9	-0.4
CSc1ccc(NC(=O)Nc2cccn(Cc3ccccc3)c2=O)cc1	3.0	-4.5	2.7	0.8	-9.5	4.2	2.0	99.0	-7.9	-1.6
NC(=O)C1(N2CCCCC2)CCN(C(=O)NC23CC4CC(CC(C4)C2)C3)CC1	1.0	-0.7	0.2	-1.6	3.7	0.0	-0.9	101.1	1.9	12.4
CC(=O)N1CCc2cc(S(=O)(=O)NC(CC(C)C)C(=O)N3CCn4c3nc3ccccc34)ccc21 (configuration not stated)	5.9	-0.6	0.5	-4.1	7.3	-1.1	-7.6	104.7	0.2	.
CCN(CC(=O)Nc1ccc(NC(C)=O)cc1)CC(=O)Nc1cccc(Cl)c1	-2.0	-0.8	5.1	.	6.4	0.8	4.8	102.9	-0.5	-2.2
Cc1ccc(C2NC(=O)c3c(sc(C)c3C)N2)c(O)c1 (configuration not stated)	-1.0	-2.3	2.0	2.0	11.6	3.3	1.0	110.3	-3.9	.
CCOc1ccc(NS(=O)(=O)c2ccc(OCC)c3ncccc23)cc1	.	-3.2	0.6	-1.4	8.5	-3.0	1.1	97.3	-4.1	9.5
CC(CC(=O)Nc1nc2ccccc2[nH]1)c1ccccc1 (configuration not stated)	-0.6	0.1	-1.2	0.2	18.8	4.4	1.3	102.2	-1.8	-2.9
CCC(OC(=O)c1cc2sccc2n1C)C(=O)NCc1ccco1 (configuration not stated)	-0.3	-0.3	-2.1	-0.8	7.4	-5.2	-5.8	98.7	-34.9	0.6
C[C@]12C(=O)N(c3ccc(F)cc3)C(=O)N1[C@@H]1c3ccccc3OC[C@@H]1[C@H]2c1ccccc1	-3.7	-0.3	0.4	-4.7	5.8	-5.3	3.3	96.7	1.5	.
O=C(Nc1ccccc1C(=O)N1CCOCC1)c1ccc([N+](=O)[O-])cc1	-5.0	-2.2	-0.8	0.0	-4.3	0.6	-2.5	82.3	8.6	1.9
COCCNC(=O)c1ccc(-c2csc(C)n2)cc1	-0.7	-2.5	1.0	-1.0	8.3	-0.2	-5.1	122.5	-6.2	0.5
COC(=O)c1c(NC(=O)CN2C(=O)NC(CCc3ccccc3)C2=O)sc2c1CCCCC2 (configuration not stated)	-2.1	-0.6	-0.9	3.1	28.6	-2.8	0.2	80.8	8.9	1.0
Cc1cn(C2CCCCO2)c(=O)nc1NO (configuration not stated)	-1.3	-0.8	0.6	2.6	12.8	-0.5	-3.7	.	-0.9	-2.0
O=C(Cn1nnc2ccccc2c1=O)NCCc1ccc(Cl)cc1Cl	-0.9	-2.6	-0.2	1.0	-0.2	-0.8	-4.4	97.1	0.8	-2.4
COc1cc(/C=N/NC(=O)C(Cc2c[nH]c3ccccc23)NC(=O)OCc2ccccc2)cc([N+](=O)[O-])c1O (configuration not stated)	9.4	1.5	11.8	3.3	6.8	29.9	-0.9	94.4	2.6	.
O=C(CSC1=NCCS1)Nc1nc2ccccc2s1	-2.1	-0.8	-1.4	-1.8	3.3	-4.7	-15.0	104.8	0.6	-3.6
